Screens (PubChem)
NPSR antag – antagonists of human neuropeptide S receptor cAMP signaling | Q6W5P4 | CHO-NPSR cells, cAMP TR-FRET, antagonist mode | Potency, µM (doses to about 38.3 µM), for the others: at the top dose activity change, negative = inhibition, actives largely listed as inhibitors | 220,000 tested, 1% active | AID 1461; further: on the % scale 0 is the no-effect control and ±100 the full control effect; nearly all actives have a fitted effect of over 50% in size; many of its hits are not listed in these tables
Target sequence (Q6W5P4 whole entry, looked up): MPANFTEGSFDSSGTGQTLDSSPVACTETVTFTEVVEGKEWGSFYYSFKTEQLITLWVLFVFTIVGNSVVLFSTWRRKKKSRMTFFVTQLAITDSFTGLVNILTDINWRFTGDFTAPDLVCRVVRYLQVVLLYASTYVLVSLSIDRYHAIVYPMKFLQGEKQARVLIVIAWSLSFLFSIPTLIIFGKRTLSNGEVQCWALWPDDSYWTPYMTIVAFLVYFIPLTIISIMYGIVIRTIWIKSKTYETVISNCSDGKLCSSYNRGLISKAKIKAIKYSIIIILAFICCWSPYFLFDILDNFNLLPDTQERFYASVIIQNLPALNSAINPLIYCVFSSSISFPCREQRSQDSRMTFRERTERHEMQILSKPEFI
Epigenetic reg – regulators of epigenetic silencing causing reporter derepression in mouse cells | AID 1865 | Potency, µM (highest dose often 53.9 µM), for the others: at the highest dose GFP activation, most hits filed as activators | murine LDR cells, GFP reporter derepression, 30 h | 280,000 tested, 0.2% active; further: % of control where 0% means no effect; nearly all actives have a fitted effect of over 60% in size
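GFP-positive cell count by laser-scanning cytometry (objects 20–120 um) after 30 h, 37 C compound exposure of murine LDR cells; reporter is CMV-GFP integrated at a silenced locus, inducible by HDAC or DNMT inhibitors.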
KinaseGlo FLuc – Kinase-Glo luciferase inhibition (counter-screen); Q27757; Kinase-Glo luciferase, ATP luminescence, 8 min; Potency, µM (series often up to 38.3 µM), inactives show at the highest dose activity change, negative = inhibition, actives largely listed as inhibitors; 200,000 tested, 0.28% active; AID 1379; further: on the % scale 0 is the no-effect control and ±100 the full control effect; nearly all actives have a fitted effect of over 60% in size
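Inhibition of Kinase-Glo luciferase light generation was assessed at 10 uM ATP in pH 7.2 imidazole buffer, with luminescence measured after eight minutes at ambient temperature.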
RGS12 GoLoco inh – inhibitors of human Gai1-RGS12 GoLoco interaction (red fluorophore); Potency, µM (series often up to 61.6 µM), inactives show at the highest dose activity, negative = inhibition, most hits filed as inhibitors; Gai1:RGS12 GoLoco peptide FP, rhodamine, 10 min; P63096; 230,000 tested, 0.44% active; active means well fitted inhibition curve with a large enough effect, not every such curve was filed as active; inactive means no such curve, though single readings can be large or run the other way; further: on the % scale 0 is the no-effect control and ±100 the full control effect; nearly all actives have a fitted effect of over 30% in size; many of its hits are not listed in these tables
JMJD2E inh – JMJD2E (human) inhibition | AID 2147 | Potency, µM (titrated, usually from 57.1 µM), without a hit: at the top dose activity change, negative = inhibition, hits mostly inhibitors | 230,000 tested, 1.6% active | B2RXH2 | JMJD2E catalytic domain, FDH-coupled NADH fluorescence (FDH is formaldehyde dehydrogenase); active means well fitted inhibition curve with a large enough effect, not every such curve was filed as active; inconclusive means small, poorly fitted or top-dose-only effect, or another doubt; inactive means no such curve, though single readings can be large or run the other way;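 further: 0% = wells with enzyme and -100% = buffer wells without enzyme; nearly all actives have a fitted effect of over 50% in size; many of its hits are not listed in these tables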
IMPase Li inh – membrane-permeable IMPase blocker, potentiated with lithium. CHO-M1 cells, IP1 TR-FRET (IP-One), carbachol + lithium. Potency, µM (doses to about 59.4 µM), without a hit: at the highest dose activity, negative = IMPase inhibition, hits mostly inhibitors. 210,000 tested, 0.35% active;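 further: IP1 builds up when IMPase is blocked and the TR-FRET signal falls; plate controls were basal vehicle for no effect and high inhibitor control for full effect; nearly all actives have a fitted effect of over 50% in size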
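Lithium-sensitised IP1 accumulation assay; M1-expressing CHO cells treated 30 min at 37C with compound. Competitive antibody detection by time-resolved FRET followed a 10 min room-temperature lysis step.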
RECQ1 helicase – RECQ1 (human) helicase inhibition. P46063. RECQ1 DNA unwinding, red fluorescence kinetic read. Potency, µM (highest dose often 57.3 µM), without a hit: at the highest dose activity, negative = inhibition, most hits filed as inhibitors. 240,000 tested, 0.54% active. AID 2549;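 further: plate controls were vehicle for no effect and no enzyme for full effect; nearly all actives have a fitted effect of over 30% in size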
Target sequence (P46063 whole entry, looked up): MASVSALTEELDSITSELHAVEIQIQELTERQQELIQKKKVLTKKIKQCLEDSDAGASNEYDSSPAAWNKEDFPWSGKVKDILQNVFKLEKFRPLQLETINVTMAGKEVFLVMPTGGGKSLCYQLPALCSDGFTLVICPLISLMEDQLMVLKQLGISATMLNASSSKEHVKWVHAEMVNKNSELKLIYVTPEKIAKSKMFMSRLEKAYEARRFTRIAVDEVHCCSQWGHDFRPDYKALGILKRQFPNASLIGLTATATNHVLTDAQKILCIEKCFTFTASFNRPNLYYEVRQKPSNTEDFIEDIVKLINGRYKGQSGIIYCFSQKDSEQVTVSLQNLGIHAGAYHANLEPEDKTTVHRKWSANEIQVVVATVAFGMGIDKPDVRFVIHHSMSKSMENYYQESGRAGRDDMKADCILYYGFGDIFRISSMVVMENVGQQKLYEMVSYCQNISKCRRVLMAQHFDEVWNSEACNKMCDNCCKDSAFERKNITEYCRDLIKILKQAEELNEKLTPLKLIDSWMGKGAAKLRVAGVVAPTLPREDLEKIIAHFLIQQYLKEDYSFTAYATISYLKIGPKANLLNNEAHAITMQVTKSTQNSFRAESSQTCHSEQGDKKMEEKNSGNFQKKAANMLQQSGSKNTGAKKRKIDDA
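50 nM RECQ1T1 preincubated 15 min with compound in Tris pH 8.0 buffer with MgCl2, DTT, Tween-20 and 2.5 ug/ml poly(dI-dC); started with 200 nM TAMRA/BHQ-2 forked duplex and 2 mM ATP. Unwinding read as fluorescence (525/598 nm), two reads 2 h apart.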
SMN2 splice enh – enhancers of SMN2 splice variant expression; HEK293 SMN2-luciferase splicing reporter, luminescence, 30-36 h; Potency, µM (doses to about 46.1 µM), for inactives: top-dose activity change, positive = activation, most hits filed as activators; 210,000 tested, 2.8% active; further: % of control where 0% means no effect; nearly all actives have a fitted effect of over 55% in size
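HEK293 cells carry an SMN2 minigene-luciferase reporter in which exon 7 inclusion puts luciferase in frame. Cells were seeded at 2000 cells/well, attached for 10-12 hours, then exposed to compounds for 30-36 hours at 37C before ONE-Glo luminescence.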
Active calls of the source: *; i = inactive; u = inconclusive; x = no result given; & = joins results of further samples; [ ] = remark or other dose. Unless noted, the call rests on the fitted dose curve; in most records, active means well fitted curve in the direction sought with a large enough effect; inconclusive means small, poorly fitted or top-dose-only effect, or another doubt; inactive means no such curve, though single readings can be large; an effect the other way counts as inactive or inconclusive. Potency means the concentration at half of the fitted maximal effect. The list is partial. The share of hits here may be higher or lower than overall.

#	mol	NPSR antag	Epigenetic reg	KinaseGlo FLuc	RGS12 GoLoco inh
1	COC(=O)N(NC(=O)C(O)(CCC(C)C)CCC(C)C)c1ccccc1	2%	-1.1%	-4%	14%
2	CC1(C)Cc2c(C#N)c(NCCCO)nc(-c3ccccc3)c2CO1	-21%[46.1 µM]	-1.4%	7%	14%
3	Cc1nc(NC(=O)CSc2nnc(Cn3nnc4ccccc43)n2C)sc1C	13%	1.9%	0%	-6%
4	Cc1nnc(-c2cnn(-c3ccccc3)c2N)n1Cc1ccccc1	-7%[46.1 µM]	-0.8%	-2%	4%
5	Cn1c(C(N)=O)cnc1Sc1ncc(C(F)(F)F)cc1Cl	1%[46.1 µM]	0.0%	4%	-5%
6	COC(=O)COc1ccc(-c2ccccc2)cc1C=O	3%	1.3%	-2%	-3%
7	CN(C)CC(O)CN1C(=O)NC(C)(C)C1=O (stereo unspecified)	-13%	3.2%	3%	-5%
8	COc1ccc(N2CCN(CC(O)COCc3ccccc3)CC2)cc1 (stereo unspecified)	4%	-1.4%	4%	7%
9	COCC(=O)Nc1cc(Cl)c(OC)cc1OC	10%	-1.1%	0%	55%[activator]
10	CCOC(=O)c1c(N)sc(C(N)=O)c1C	21%[46.1 µM]	-5.3%	0%	12%

#	JMJD2E inh	IMPase Li inh	RECQ1 helicase	SMN2 splice enh
1	5%	10%	-5%	-24%
2	u	-7%[38.3 µM]	-3%	-6%
3	2%	7%	-8%	12%[1.84 µM]
4	5%	-4%[38.3 µM]	-2%	-3%
5	3%	-9%[38.3 µM]	-7%	4%
6	u	-8%	-5%	-28%
7	-1%	0%	-8%	-5%
8	-1%	0%	19%	11%
9	-1%	-4%	0%	27%
10	5%	-10%[38.3 µM]	-15%	12%

New compounds follow.
#	mol	NPSR antag	Epigenetic reg	KinaseGlo FLuc	RGS12 GoLoco inh
11	COc1ccc(-n2nc(C(=O)NCC(=O)NCc3ccco3)c3ccccc3c2=O)cc1	-17%[46.1 µM]	-1.0%	x	x
12	O=C(c1cccs1)N1CCc2c([nH]c3ccccc23)C1c1ccc(Cl)cc1 (stereo unspecified)	10µM*	-1.1%	0%	8%
13	O=C(c1ccncc1)c1ccc(NC(=O)c2cccs2)cc1	2%	-1.1%	-3%	3%
14	O=C(Nc1nc(COc2ccccc2)cs1)C12CC3CC(CC(C3)C1)C2	-8%[46.1 µM]	0.7%	19%	0%
15	CC1(C(=O)O)Sc2[nH]c(=O)sc2C2c3ccccc3OC(=O)C21 (stereo unspecified)	-26%[46.1 µM]	0.7%	5%	8%
16	CC1Cc2ccccc2N1c1ncnc2c1nnn2Cc1ccccc1 (stereo unspecified)	u	-0.8%	-1%	-14%
17	O=C(COc1ccccc1Cl)NCCCN1CCOCC1	4%[46.1 µM]	-4.8%	1%	5%
18	CCn1c(C)[n+](CCCS(=O)(=O)[O-])c2cc(Cl)c(Cl)cc21	6%[46.1 µM]	-1.4%	-7%	4µM*
19	C=CCn1c(CSc2nnc(-c3ccccc3)n2C)n[nH]c1=S	-1%	-2.4%	x	5%
20	O=C(O)c1cccc(N2C(=O)/C(=C/c3ccc(SCc4ccc(Cl)cc4)o3)SC2=S)c1	-30%	-0.3%	-1%	85%[activator]

#	JMJD2E inh	IMPase Li inh	RECQ1 helicase	SMN2 splice enh
11	-7%	x	-2%	x
12	-3%	7%[38.3 µM]	-8%	u
13	9%	-4%	-13%	-33%[inhibitor]
14	1%	8%[38.3 µM]	-11%	-69%
15	u	22%[38.3 µM]	-2%	9%
16	u	-4%[38.3 µM]	-9%	-19%
17	0%	13%[38.3 µM]	-2%	0%
18	-7%	-2%[38.3 µM]	-14%	1%
19	12%	x	-11%	x
20	22µM*	8%	22µM*	30%

Next section.
#	mol	NPSR antag	Epigenetic reg	KinaseGlo FLuc	RGS12 GoLoco inh
21	Cc1noc(C)c1COC(=O)C1CC(O)CN1S(=O)(=O)c1ccc(Cl)cc1 (stereo unspecified)	-3%[46.1 µM]	-1.0%	0%	14%
22	CCOc1ccc(C(CC(=O)O)NC(=O)C2c3ccccc3Oc3ccccc32)cc1 (stereo unspecified)	-11%[46.1 µM]	1.3%	2%	-1%
23	Cc1occc1C(=O)NC1CCCCCC1	9%[46.1 µM]	-1.1%	-6%	9%
24	O=C(COC(=O)CN1C(=O)C2CCCCC2C1=O)Nc1ccc(S(=O)(=O)N2CCOCC2)cc1 (stereo unspecified)	19%	-0.5%	-2%	11%
25	O=C(c1cccc(F)c1)N1CCC2(CCN(Cc3nccs3)CC2)CC1	x	x	3%	7%
26	CCCCC(=O)Nc1ccc2c(c1)nc(CCN1CCN(C)CC1)n2C	54%	-0.4%	x	5%
27	COc1ccc(S(=O)(=O)N2CCC(NC(=O)N3CCOCC3)CC2)cc1	22%	-2.8%	0%	2%
28	CCOC(=O)C1NC(=O)CC1c1ccccc1 (stereo unspecified)	8%[46.1 µM]	-1.6%	0%	-1%
29	CN1CCN(CCCNC(=O)c2ccc(/C=C3\Sc4ccccc4N(Cc4ccc(F)cc4)C3=O)cc2)CC1	-41%	11%	-2%	1%
30	COc1ccc(CN2CCN(C3CCOCC3)CC2CCO)c(C)c1C (stereo unspecified)	-4%	2.9%	0%	4%

#	JMJD2E inh	IMPase Li inh	RECQ1 helicase	SMN2 splice enh
21	-7%	23%[38.3 µM]	-4%	2%
22	4%	-4%	-12%	3%
23	5%	3%[38.3 µM]	-5%	5%
24	-2%	-8%	-5%	u
25	x	29%	-9%	-32%[inhibitor]
26	-3%	x	0%	x
27	-4%	-11%	-2%	-43%[inhibitor]
28	5%	-2%[38.3 µM]	-1%	13%
29	u	18%	1%	-72%[inhibitor]
30	-4%	10%	-3%	x

Remaining list, next part.
#	mol	NPSR antag	Epigenetic reg	KinaseGlo FLuc	RGS12 GoLoco inh
31	CCCCOC(=O)CCn1c(=S)oc2ccccc21	-5%[46.1 µM]	-0.7%	-5%	0%
32	O=C(Nn1cnnc1)c1ccc(Cl)c([N+](=O)[O-])c1	-34%	-4.5%	x	-3%
33	O=C(Nc1nc(-c2ccc(S(=O)(=O)N3CCCCCC3)cc2)cs1)c1cccs1	-11%[46.1 µM]	-0.8%	2%	15%
34	O=C(CSc1ccccc1)N1CCN(C(=O)c2ccco2)CC1	11%	-1.3%	1%	2%
35	O=C(CN1CCN(c2ccccn2)CC1)NC1CCCCC1	0%[46.1 µM]	-1.0%	2%	-1%
36	CCn1c(COc2ccc(C)cc2)nc2ccccc21	30%	-1.0%	-10%	-8%
37	O=C(Nc1ccccc1)NN1CC(=O)N(c2ccc(Cl)cc2)CC1=O	18%	0.0%	x	5%
38	COc1ccccc1N(CCC#N)C(=O)CSc1ccc2c(c1)OCCO2	-13%[46.1 µM]	6.2%	-1%	7%
39	CCC(=O)N(C)CCc1cc2c(c(OC)c1/C=N/NC(=O)c1ccc(Br)cc1)OCO2	-15%	-3.2%	2%	-4%
40	CCCN1CNC(=S)N(c2ccccc2OC)C1	1%[46.1 µM]	0.0%	2%	1%

#	JMJD2E inh	IMPase Li inh	RECQ1 helicase	SMN2 splice enh
31	2%	19%[38.3 µM]	-6%	0%
32	8%	x	1%	x
33	u	-8%[38.3 µM]	-18%	-52%[inhibitor]
34	18%	13%	-9%	-7%
35	0%	6%[38.3 µM]	-4%	6%
36	1%	28%	3%	x
37	0%	x	-3%	x
38	0%	-11%[38.3 µM]	-15%	0%
39	-7%	2%	-1%	-6%
40	5%	1%	-2%	-11%

(more compounds)
#	mol	NPSR antag	Epigenetic reg	KinaseGlo FLuc	RGS12 GoLoco inh
41	CC1(C(=O)Nc2cccc3ccccc23)CC1(Br)Br (stereo unspecified)	15%	0.1%	x	1%
42	COC(=O)CSc1ccc(S(=O)(=O)N2CCC(C)CC2)cc1[N+](=O)[O-]	-4%	2.1%	3%	0%
43	COc1cc(/C=C2\C(=O)N(c3ccc(S(N)(=O)=O)cc3)N=C2C)ccc1OC(=O)c1ccco1	-24%	1.1%	-1%	7%
44	Cc1ccc(-c2c(C(=O)N(C)Cc3ccccc3)oc(=O)c3ccccc23)cc1	u	-1.2%&-1.8%	1%	-9%
45	O=C1c2cccc3cccc(c23)C(=O)N1CCN1CCN(C(=S)Nc2ccc(F)cc2)CC1	1%	-1.3%	-3%	8%
46	Cc1sc2ncn(CC(=O)NCc3ccco3)c(=O)c2c1-c1ccc(F)cc1	11%	-2.8%	2%	14%
47	CCCCCCN(C(=O)CCCCCN1C(=O)NC(c2ccc([N+](=O)[O-])cc2)C(C(=O)OCc2ccccc2)=C1C)C(C(=O)NCCCC)c1ccc(OCC(=O)OC)c(C(=O)OC)c1 (stereo unspecified)	-10%	-3.2%&1.3%	-1%	1%&-2%
48	COC(=O)c1[nH]c2ccc(F)cc2c1NC(=O)CCN1CCN(C(=O)c2ccco2)CC1	-9%[46.1 µM]	-1.6%	-1%	-2%
49	O=[N+]([O-])c1cccc(-c2ccc(/C=N/NC(=S)Nc3cccc(F)c3)o2)c1	-19%	1.1%	x	5%
50	C/C(CC(=O)Nc1ccc(C)c(Cl)c1)=N\NC(=O)c1ccco1	-4%	0.0%	-2%	0%
51	O=C(NNC(=S)NC1CCCCC1)c1cccc(S(=O)(=O)Nc2ccccc2Cl)c1	8%	1.5%	1%	12%

#	JMJD2E inh	IMPase Li inh	RECQ1 helicase	SMN2 splice enh
41	u	x	-7%	x
42	3%	-3%	-4%	-13%
43	u	9%	-15%	-9%
44	4%	8%	i	-37%&-22%[inhibitor]
45	-5%	-7%	-3%	1%
46	0%	1%	-15%	x
47	1%&-6%	1%	-2%	u
48	u	7%[38.3 µM]	-8%	-8%
49	3%	x	i	x
50	5%	1%	i	-3%
51	0%	-2%	-2%	u

Three neighbouring compounds out of the list so far:
#	mol	NPSR antag	Epigenetic reg	KinaseGlo FLuc	RGS12 GoLoco inh
41	CC1(C(=O)Nc2cccc3ccccc23)CC1(Br)Br (stereo unspecified)	15%	0.1%	x	1%
42	COC(=O)CSc1ccc(S(=O)(=O)N2CCC(C)CC2)cc1[N+](=O)[O-]	-4%	2.1%	3%	0%
43	COc1cc(/C=C2\C(=O)N(c3ccc(S(N)(=O)=O)cc3)N=C2C)ccc1OC(=O)c1ccco1	-24%	1.1%	-1%	7%

#	JMJD2E inh	IMPase Li inh	RECQ1 helicase	SMN2 splice enh
41	u	x	-7%	x
42	3%	-3%	-4%	-13%
43	u	9%	-15%	-9%
